D1 potentiator = potentiators of human D1 dopamine receptor; potentiation, % at 10 µM; hit rate 0.036% among 360,000; HEK293 TREx D1 cells, calcium flux, dopamine EC20 potentiation; AID 504651; in the data active means potentiation above about 30%; further: 0% is about no effect
RXFP1 ag = activates the human relaxin receptor RXFP1; HEK293T-RXFP1 cAMP TR-FRET, 30 min; response scale: percent of porcine relaxin response, buffer zero; Potency, µM (titrated, usually from 57.5 µM), without a hit: at the highest dose activation, usual class: activators; hit rate 0.3% among 370,000; further: potency means the concentration at half of the fitted maximal effect; on the % scale 0 is the no-effect control and ±100 the full control effect; nearly all actives have a fitted effect of over 60% in size; many of its hits are not listed in these tables
Target sequence (Q9HBX9 whole entry, looked up): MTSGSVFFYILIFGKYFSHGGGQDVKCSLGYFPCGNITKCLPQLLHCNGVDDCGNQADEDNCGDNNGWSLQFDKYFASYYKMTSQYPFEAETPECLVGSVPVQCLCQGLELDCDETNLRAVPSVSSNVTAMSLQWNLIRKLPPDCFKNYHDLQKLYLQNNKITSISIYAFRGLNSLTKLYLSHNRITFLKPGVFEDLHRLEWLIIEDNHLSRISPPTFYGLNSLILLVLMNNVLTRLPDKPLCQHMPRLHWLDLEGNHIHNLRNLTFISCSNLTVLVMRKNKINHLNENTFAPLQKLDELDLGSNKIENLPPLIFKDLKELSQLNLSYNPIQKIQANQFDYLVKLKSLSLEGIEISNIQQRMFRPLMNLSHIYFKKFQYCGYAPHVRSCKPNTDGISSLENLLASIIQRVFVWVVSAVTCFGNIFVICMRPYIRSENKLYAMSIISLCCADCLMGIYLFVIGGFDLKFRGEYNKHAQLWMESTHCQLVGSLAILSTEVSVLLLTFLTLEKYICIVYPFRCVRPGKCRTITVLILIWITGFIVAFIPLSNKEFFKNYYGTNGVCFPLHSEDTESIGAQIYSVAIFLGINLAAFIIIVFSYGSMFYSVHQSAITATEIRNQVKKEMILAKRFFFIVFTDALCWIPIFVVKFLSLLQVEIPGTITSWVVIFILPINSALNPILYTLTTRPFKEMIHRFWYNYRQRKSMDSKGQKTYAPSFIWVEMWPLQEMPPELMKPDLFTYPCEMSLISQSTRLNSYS
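cAMP rise read by TR-FRET after 30 min, 37C compound exposure (up to 58 uM) in RXFP1-transfected HEK293 cells with Ro 20174 present. EC50 from Hill-equation fits, with 29 nM porcine relaxin as 100% and buffer as basal.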
D1 antagonist = human D1 dopamine receptor antagonism; HEK293 TREx D1 cells, calcium flux, dopamine EC80; stronger effect = lower value; AID 504652; activity change, negative = inhibition, % at 10 µM; hit rate 3.2% among 360,000; in the data active means activity change below about -30%; further: on the % scale 0 is the no-effect control and ±100 the full control effect
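Cells carrying a force-coupled, tetracycline-inducible human D1 receptor report calcium flux. Each well gets a 10 s baseline, compound with 180 s monitoring, then an EC80 dopamine stimulus with a second 180 s kinetic read.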
D2 potentiator = D2 dopamine receptor (human) potentiation; hit rate 0.34% among 340,000; AID 485347; potentiation, % at 10 µM; HEK293 T-REx D2, calcium flux, EC20 dopamine potentiation;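 active means potentiation over 3 SD above the plate norm, cut at about 30% in these data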; further: 0% is about no effect
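Using a no-wash calcium dye in inducible, force-coupled HEK293 Trex cells expressing D2, we tracked fluorescence each second for 180 s after compound, then for 180 s after EC20 dopamine to detect augmented signalling.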
D1 agonist = activates the human D1 dopamine receptor | HEK293 T-REx D1 cells, calcium flux, agonist mode | activation, % at 2 µM | hit rate 1% among 360,000 | AID 504660; in the data active means activation above about 30%; further: 0% is about no effect
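Inducible HEK293 T-REx D1 cells, force-coupled to calcium signalling, were plated at 4000 cells/well with tetracycline and held overnight at 30 C. After no-wash calcium dye loading, compound-evoked calcium rise over 180 s flagged agonists.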
TRHR agonist = TRH receptor (human) agonism; P34981; TRHR cells, calcium flux fluo-8, FDSS agonist mode; hit rate 0.18% among 360,000; activation, % at 2 µM; in the data active means activation above about 30%; further: 0% is about no effect
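Fluo-8-loaded TRHR cells; 10 s baseline, compound added, kinetic Ca2+ fluorescence read 1/s, agonist mode.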
Anesthetic bind = binds horse apoferritin like a general anesthetic; Potency, µM (highest dose often 77.5 µM), for the others: at the highest dose activity change, negative = displacement, actives largely listed as inhibitors; P02791; AID 485281; apoferritin/1-aminoanthracene competitive binding, fluorescence; hit rate 0.074% among 350,000; further: potency means the concentration at half of the fitted maximal effect; on the % scale 0 is the no-effect control and ±100 the full control effect; nearly all actives have a fitted effect of over 20% in size
Target sequence (P02791 2-175 limits assumed): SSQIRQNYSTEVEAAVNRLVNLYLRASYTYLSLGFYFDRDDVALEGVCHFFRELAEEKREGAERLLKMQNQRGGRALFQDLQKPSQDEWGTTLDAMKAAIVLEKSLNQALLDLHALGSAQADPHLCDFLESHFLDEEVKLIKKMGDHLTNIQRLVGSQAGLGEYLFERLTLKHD
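Steps: apoferritin (10 uM) was premixed with half-saturated 1-AMA in PBS, compounds were pin-transferred, plates stood 10 min at room temperature, fluorescence was read at 380/535 nm, and curves were fitted with a Hill equation.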
TRHR PAM = allosteric enhancers of human TRH receptor. P34981. TRHR cells, fluo-8 calcium fluorescence, EC20 TRH enhancement. enhancement, % at 2 µM. hit rate 0.66% among 360,000. AID 493056; in the data active means enhancement above about 30%; further: 0% is about no effect
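Enhancer read-out: after compound pinning and an initial kinetic agonist-mode read, an EC20 of TRH (10 nM final) was injected and fluo-8 calcium signal (Ex 480/Em 530) followed at 1 s/cycle for 100 cycles in TRHR-expressing cells.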
RXFP1 antag = RXFP1 (human) relaxin receptor antagonism | Q9HBX9 | HEK293-RXFP1, relaxin-stimulated cAMP HTRF, 30 min; stronger effect = lower value | activity change, negative = inhibition, % at 57.5 µM | hit rate 0.59% among 350,000;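 active means activity change of -60% or lower, but not beyond a set lower limit; inconclusive means change between -60% and -40%, or beyond the set limit; inactive means change above -40%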; further: on the % scale 0 is the no-effect control and ±100 the full control effect
An asterisk follows results filed as active; ? = inconclusive; nt = no result given; & = joins results of further samples; ! = a repeat was not active; [ ] = another dose, or the depositor's remark. Unless noted, the call rests on the fitted dose curve; in most records, active means well fitted curve in the direction sought with a large enough effect; inconclusive means small, poorly fitted or top-dose-only effect, or another doubt; inactive means no such curve, though single readings can be large; an effect the other way counts as inactive or inconclusive.

D1 potentiator	RXFP1 ag	D1 antagonist	D2 potentiator	D1 agonist	TRHR agonist	Anesthetic bind	TRHR PAM	RXFP1 antag	SMILES
-0.8	-0.3%	0.8	2.1	1.3	0.9	-12.5%	1.7	-30.2	COc1cc(C(c2c(C)[nH][nH]c2=O)c2c(C)[nH][nH]c2=O)ccc1OC(=O)c1cccc(C)c1
-1.6	0.0%	38.4	7.0	5.9	0.2	nt	0.4	nt	CC1(C)O[C@H]2CC(=O)OC[C@@]23C1CC(=O)[C@]1(C)C3CC[C@@]2(C)[C@H](c3ccoc3)OC(=O)[C@H]3O[C@]321 (some centres not stated)
-0.2	-0.9%	-43.0*	9.2	0.1	0.1	1.9%	-1.1	nt	CCCc1nc(C(C)(C)O)c(C(=O)O)n1Cc1ccc(-c2ccccc2-c2nn[nH]n2)cc1
-8.9	0.5%	4.8	-2.4	3.0	-0.2	nt	4.2	nt	COc1ccc(-c2cc(=O)c3c(O)cc(OC4OC(COC5OC(C)C(O)C(O)C5O)C(O)C(O)C4O)cc3o2)cc1O (configuration not stated)
-2.9	0.6%	-30.6*	-2.8	4.9	-0.9	2.7%	-1.6	-13.6	COc1ccc(Cn2c(SCc3ccc(C(=O)NC4CCCC4)cc3)nc3ccncc32)cc1
3.4	21.1%	6.0	-0.2	0.2	0.4	-11.7%	24.6	-11.8	O=C(Cn1c(=O)n(Cc2ccco2)c(=O)c2oc3ccccc3c21)Nc1ccccc1
-3.7&-9.4	0.5%&-0.2%	-17.8&-2.7	-5.1&-18.2	4.6&3.9	-0.5&0.4	?	0.7&-0.7	-4.9	Cc1cncn1CCc1nc2c3ccccc3nc(SCC(=O)Nc3cccc(Cl)c3)n2n1
-3.0	3.5%	-3.7	18.5	1.0	-0.3	3.4%	-2.2	-16.2	CC1Cc2ccccc2N1NC(=O)c1ccc(Cl)c(S(N)(=O)=O)c1 (configuration not stated)
-4.8	-0.5%	5.2	11.0	-0.2	0.6	-4.4%	-0.4	nt	COCCn1c(SCC(=O)Nc2ccc(F)c(Cl)c2)nc2c(oc3ccccc32)c1=O
-1.9	-0.1%	17.5	13.3	-1.0	0.0	nt	-3.3	nt	COc1cc([C@@H]2Oc3cc(C4Oc5cc(O)cc(O)c5C(=O)[C@H]4O)ccc3O[C@H]2CO)ccc1O (some centres not stated)
-0.8	0.3%	-13.7	6.2	5.3	-0.3	4.4%	9.6	-13.3	O=C(CSc1nc2ccccc2n1Cc1cccc(Cl)c1)N1CCN(c2ccc(F)cc2)CC1
-6.7	0.4%	12.7	-8.2	-0.7	0.2	-0.8%	0.1	-9.6	N[C@@H](Cc1c[nH]c2ccc(O)cc12)C(=O)O
-1.1	1.2%	16.5	0.7	-2.1	-1.1	-3.6%	1.0	6.9	CC(C)=CCOc1c2ccoc2cc2oc(=O)ccc12
0.0	4.8%	21.0	-0.4	2.6	-0.7	-10.2%	-0.5	nt	COc1cc2ncnc(Nc3cccc(Cl)c3)c2cc1OC
1.4	-0.2%	9.9	-3.7	0.5	0.2	2.2%[29.3 µM]	1.9	30.3	C[N+]1(C)CCC(=C(c2ccccc2)c2ccccc2)CC1
-3.4	3.1%	1.1	-23.3	-0.6	-0.5	-0.8%	0.9	-22.0	Cc1nc2c(-c3ccccc3)c(C)[nH]n2c(=O)c1Cc1ccc(Br)cc1
-1.5	4.1%	26.1	3.5	4.6	-1.1	-19.1%	5.4	-24.2	COc1ccc(-n2nc3c(N4CCCC(C(=O)NCc5ccccc5C)C4)nnc(C)c3c2C)cc1 (configuration not stated)
-4.1	18.1%	3.5	-0.2	0.0	0.5	56.4%[activator]	5.3	nt	CCC(NC(C)C)C(O)c1ccc(O)c2[nH]c(=O)ccc12 (configuration not stated)
-2.1	0.4%	-15.0	-2.9	-0.3	0.5	3.6%	-3.4	nt	COc1ccc(C[C@H]2COC(=O)[C@@H]2Cc2ccc(OC3OC(CO)C(O)C(O)C3O)c(OC)c2)cc1OC (some centres not stated)
-1.2	1.9%	-5.9	3.7	2.0	0.6	0.1%	9.2	10.8	CCn1cc(C(=O)O)c(=O)c2cnc(N3CCNCC3)nc21
-5.2	0.0%	-8.6	-6.8	0.5	0.8	?	-1.6	-10.4	Cc1cccc(N2CCN(C(=O)CCC(=O)NNc3nc4ccccc4c4nc(C)nn34)CC2C)c1 (configuration not stated)
-5.7	-2.3%	10.4	2.7	2.6	0.4	nt	-0.4	-18.9	Oc1cc2c(cc1O)[C@H]1c3ccc(O)c(O)c3OC[C@@]1(O)C2
-1.9	0.3%	-23.9	7.6	0.6	0.0	nt	1.6	nt	COC(=O)C1=CO[C@@H](O[C@@H]2O[C@H](CO)[C@@H](O)[C@H](O)[C@H]2O)C2C1C[C@H](O)[C@@H]2C (some centres not stated)
3.4	0.3%	14.2	-3.5	16.0	-1.5	50.6%	12.9	nt	CCCCn1cnc2cc(NCc3ccccc3Cl)ccc21
4.4	-1.9%	7.8	nt	10.3	0.5	6.4%	13.5	-17.4	CCCCNc1ccc(C(=O)OCCN(C)C)cc1
1.9&0.7&-2.5	3.1%&0.8%&1.2%	-41.6*!	-4.4&-24.3&11.1	1.5&-1.0&2.0	-0.3&0.0&-0.3	0.8%&-0.2%&-0.9%	-15.9&-4.4&3.4	23.0	COc1ccc(C2CNC(=O)C2)cc1OC1CCCC1 (configuration not stated)
1.1	20.7%	-5.5	9.4	1.1	-1.5	1.4%	-2.4	4.8	Nc1nc(O)c(N=Nc2ccc(S(N)(=O)=O)cc2)c(=O)[nH]1
0.7	3.1%	21.9	-3.6	-0.9	-1.4	-6.5%	-8.9	nt	C/C=C(/C)C(=O)OC(C)(C)[C@@H]1Cc2c(ccc3ccc(=O)oc23)O1
-5.7	0.3%	-6.0	-10.9	3.1	-0.2	-7.5%	-8.6	-7.4	CCN(CC)CCOC(=O)c1ccc(N)cc1
0.6	3.0%	10.2	23.0	0.0	-0.2	4.4%&1.1%	5.4	-21.7	C/C=C/C(=O)N(CC)c1ccccc1C
-2.8	1.0%	-16.7	-11.9	8.2	0.8	-2.0%	-22.0	nt	N#Cc1ccc(C(c2ccc(C#N)cc2)n2cncn2)cc1
-0.1	0.2%	-4.4	9.1	47.2*	0.0	0.0%	-3.4	8.0	CC(=O)Nc1ccc(CC(=O)O)cc1
-4.8	1.8%	-14.7	-4.2	-0.2	-0.3	-5.0%	-7.1	-10.4	C1COC(NC(C2CC2)C2CC2)=N1
-2.6	4.6%	-3.3	nt	0.5	-0.2	?	-4.2	0.5	C=CC[n+]1ccc(/C=C2\C=Cc3cc(C)ccc3N2CC)c2ccccc21
2.1	6.4%	-87.4*	-8.0	-0.6	-0.3	6.9%	-4.4	-0.2	COc1ccc(-c2cn3cccnc3n2)cc1NC(=O)c1cc(C)cc(C)c1
-2.5	-1.0%	30.4	8.6	2.1	0.2	-9.1%&-0.7%	-2.3	-13.0	CN1CCCN=C1COC(=O)C(O)(c1ccccc1)C1CCCCC1 (configuration not stated)
-5.2	-0.2%	-16.3	4.7	0.3	-0.3	6.0%	5.2	-12.8	O=C(O)c1cccnc1Nc1cccc(C(F)(F)F)c1
0.3	2.0%	nt	-9.1	-3.0	0.0	-13.2%	0.0	-8.1	CC(O)CNC(=O)C(=O)Nc1c2c(nn1-c1ccc(Cl)cc1)CSC2 (configuration not stated)
3.2	-5.3%	-3.5	nt	0.3	-1.3	-4.9%	5.8	-26.0	COc1ccc(CC(=O)Nc2c(C(=O)N3CCN(c4ccccc4F)CC3)oc3ccccc23)cc1OC
-0.1	0.6%	10.2	7.0	2.0	-0.1	nt	4.9	nt	NOCC(=O)O

Profiles as entered above. Order of values: D1 potentiator, RXFP1 ag, D1 antagonist, D2 potentiator, D1 agonist, TRHR agonist, Anesthetic bind, TRHR PAM, RXFP1 antag
CCCc1nc(C(C)(C)O)c(C(=O)O)n1Cc1ccc(-c2ccccc2-c2nn[nH]n2)cc1 is listed with -0.2, -0.9%, -43.0*, 9.2, 0.1, 0.1, 1.9%, -1.1, nt
COc1ccc(-c2cn3cccnc3n2)cc1NC(=O)c1cc(C)cc(C)c1 is listed with 2.1, 6.4%, -87.4*, -8.0, -0.6, -0.3, 6.9%, -4.4, -0.2
CCCCNc1ccc(C(=O)OCCN(C)C)cc1 is listed with 4.4, -1.9%, 7.8, nt, 10.3, 0.5, 6.4%, 13.5, -17.4
CCCCn1cnc2cc(NCc3ccccc3Cl)ccc21 is listed with 3.4, 0.3%, 14.2, -3.5, 16.0, -1.5, 50.6%, 12.9, nt

Other records:
D1 potentiator	RXFP1 ag	D1 antagonist	D2 potentiator	D1 agonist	TRHR agonist	Anesthetic bind	TRHR PAM	RXFP1 antag	SMILES
5.3	-1.2%	18.1	nt	-0.3	-0.4	-10.8%	-2.8	-16.7	Cc1cccc2c1NC(=O)C2(c1ccc(O)cc1)c1ccc(O)cc1
-3.1	2.6%	-7.3	10.5	3.9	0.4	?	-2.8	-16.8	CCCCCC(=O)O[C@]1(C(C)=O)CC[C@H]2[C@@H]3CCC4=CC(=O)CC[C@]4(C)[C@H]3CC[C@@]21C
-0.6	-3.9%	0.3	17.2	6.9	3.1	58.0%[activator]	-4.0	-1.6	O=C(CCCCCn1c(=O)c2sccc2n(CC(=O)Nc2cccc(Cl)c2)c1=O)NCc1ccc2c(c1)OCO2
-3.2	5.3%	-5.1	-7.3	3.1	-1.2	3.5%	-2.1	11.8	O=c1oc2c(O)c(O)cc3c(=O)oc4c(O)c(O)cc1c4c23
-2.6	-0.5%	0.1	14.3	2.7	-0.7	-5.4%	-6.1	-9.9	COc1ccc(-c2cc(=O)c3c(O)cc(O[C@@H]4O[C@H](CO[C@@H]5O[C@@H](C)[C@H](O)[C@@H](O)[C@H]5O)[C@@H](O)[C@H](O)[C@H]4O)cc3o2)cc1O

Some of the compounds tested; count on the stated rates, not on these rows.
